TcdB inh – TcdB glycohydrolase inhibition; P18177; TcdB glycohydrolase enzymatic assay, plate reader; inhibition, % at 9.99 µM; actives 0.24% (n = 350,000); in the data active means inhibition above about 10%
Target sequence (P18177 whole entry, looked up): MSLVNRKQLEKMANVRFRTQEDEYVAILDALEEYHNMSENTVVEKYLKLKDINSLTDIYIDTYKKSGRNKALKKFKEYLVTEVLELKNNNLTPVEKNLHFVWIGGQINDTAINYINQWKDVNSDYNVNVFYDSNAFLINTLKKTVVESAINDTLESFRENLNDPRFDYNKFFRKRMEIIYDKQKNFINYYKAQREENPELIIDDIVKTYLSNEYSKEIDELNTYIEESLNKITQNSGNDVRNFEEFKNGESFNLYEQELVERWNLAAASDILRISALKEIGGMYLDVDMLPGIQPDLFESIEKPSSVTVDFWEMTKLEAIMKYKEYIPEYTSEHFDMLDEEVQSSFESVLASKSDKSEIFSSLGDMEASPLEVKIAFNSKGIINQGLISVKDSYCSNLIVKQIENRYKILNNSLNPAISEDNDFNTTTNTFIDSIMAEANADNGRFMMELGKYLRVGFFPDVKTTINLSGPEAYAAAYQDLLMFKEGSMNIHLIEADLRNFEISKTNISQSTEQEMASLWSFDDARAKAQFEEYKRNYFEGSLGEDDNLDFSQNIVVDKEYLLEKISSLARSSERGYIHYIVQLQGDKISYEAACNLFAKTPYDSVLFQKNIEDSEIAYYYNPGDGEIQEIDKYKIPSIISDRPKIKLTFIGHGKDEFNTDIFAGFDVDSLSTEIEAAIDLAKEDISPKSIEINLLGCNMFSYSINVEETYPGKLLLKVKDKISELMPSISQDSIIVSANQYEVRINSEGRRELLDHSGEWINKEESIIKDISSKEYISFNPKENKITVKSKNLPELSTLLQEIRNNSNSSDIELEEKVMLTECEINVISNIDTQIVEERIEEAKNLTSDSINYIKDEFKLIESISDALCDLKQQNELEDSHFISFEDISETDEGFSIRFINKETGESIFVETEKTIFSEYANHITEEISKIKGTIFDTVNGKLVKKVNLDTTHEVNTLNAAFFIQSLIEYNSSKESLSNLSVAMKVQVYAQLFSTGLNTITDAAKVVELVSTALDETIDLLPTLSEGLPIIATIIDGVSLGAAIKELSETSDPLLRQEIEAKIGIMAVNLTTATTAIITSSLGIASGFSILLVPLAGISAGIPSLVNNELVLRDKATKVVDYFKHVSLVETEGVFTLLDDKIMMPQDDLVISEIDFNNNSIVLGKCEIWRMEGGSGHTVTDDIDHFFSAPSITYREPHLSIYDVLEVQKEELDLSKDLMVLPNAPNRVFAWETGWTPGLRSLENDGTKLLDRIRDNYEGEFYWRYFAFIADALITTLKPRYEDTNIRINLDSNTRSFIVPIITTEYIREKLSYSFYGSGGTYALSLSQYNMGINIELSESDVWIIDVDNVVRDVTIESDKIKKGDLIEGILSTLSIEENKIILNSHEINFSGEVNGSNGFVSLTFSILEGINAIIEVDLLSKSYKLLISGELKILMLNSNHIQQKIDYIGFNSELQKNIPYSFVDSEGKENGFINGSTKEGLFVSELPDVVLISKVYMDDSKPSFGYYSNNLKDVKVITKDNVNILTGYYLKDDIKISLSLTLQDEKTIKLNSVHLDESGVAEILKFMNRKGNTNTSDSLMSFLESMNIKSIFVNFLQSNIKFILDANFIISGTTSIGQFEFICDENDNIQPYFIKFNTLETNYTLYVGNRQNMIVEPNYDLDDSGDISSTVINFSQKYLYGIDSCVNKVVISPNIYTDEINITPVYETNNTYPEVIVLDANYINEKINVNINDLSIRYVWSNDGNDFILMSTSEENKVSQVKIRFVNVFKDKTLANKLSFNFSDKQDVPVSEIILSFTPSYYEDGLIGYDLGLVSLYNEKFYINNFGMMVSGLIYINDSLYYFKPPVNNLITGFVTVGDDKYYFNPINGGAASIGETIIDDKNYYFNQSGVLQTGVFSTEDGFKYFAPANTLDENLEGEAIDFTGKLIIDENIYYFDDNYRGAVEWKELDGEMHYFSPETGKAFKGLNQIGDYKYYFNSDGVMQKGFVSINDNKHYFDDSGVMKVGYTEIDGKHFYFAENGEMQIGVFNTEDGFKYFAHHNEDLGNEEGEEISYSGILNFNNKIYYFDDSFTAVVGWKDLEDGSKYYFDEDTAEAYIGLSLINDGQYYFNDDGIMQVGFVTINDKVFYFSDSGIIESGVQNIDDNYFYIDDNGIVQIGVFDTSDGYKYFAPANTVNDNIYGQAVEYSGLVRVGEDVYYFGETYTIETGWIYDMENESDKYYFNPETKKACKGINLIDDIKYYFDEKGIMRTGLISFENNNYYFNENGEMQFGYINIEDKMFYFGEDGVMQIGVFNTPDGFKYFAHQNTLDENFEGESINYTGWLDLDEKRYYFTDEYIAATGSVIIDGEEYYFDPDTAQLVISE
Numbers without * were called inactive. Some of the compounds tested. The share of hits here may be higher or lower than overall.

C[C@@H]1CN([C@@H](C)CO)C(=O)c2cc(NC(=O)C3CC3)ccc2O[C@H]1CN(C)Cc1ccc(Oc2ccccc2)cc1
  TcdB inh: 0.3

CCCNC(=O)Nc1ccc2c(c1)C(=O)N(C)[C@H]1CC[C@H](CC(=O)Nc3ccccc3F)O[C@@H]1CO2
  TcdB inh: 0.1

O=C(N[C@@H]1CC[C@H](CCNS(=O)(=O)c2ccc(Cl)cc2)O[C@H]1CO)c1cccnc1
  TcdB inh: 0.0

C[C@@H]1CN([C@H](C)CO)C(=O)c2cc(NC(=O)Nc3ccc(F)cc3)ccc2O[C@@H]1CN(C)S(=O)(=O)c1ccc(F)cc1
  TcdB inh: -0.7

COc1ccccc1C(=O)Nc1ccc2c(c1)C(=O)N(C)C[C@@H](OC)[C@H](C)CN(C(C)=O)[C@@H](C)CO2
  TcdB inh: 2.0

Cc1ccc(S(=O)(=O)N(C)C[C@H]2OCc3ccccc3-c3c(n(C)c4ccccc34)C(=O)N([C@H](C)CO)C[C@@H]2C)cc1
  TcdB inh: -0.2

CC(C)C#Cc1ccc2c(c1)O[C@H](CN(C)Cc1ccccc1)[C@H](C)CN([C@@H](C)CO)S2(=O)=O
  TcdB inh: -0.3

COc1cccc(-c2ccc3c(c2)[C@H]2[C@H](CCN2C(=O)c2ccccn2)[C@H](CO)N3)c1
  TcdB inh: 1.1

C[C@H](CO)N1C[C@H](C)[C@@H](CN(C)C(=O)c2ccncc2)Oc2ncc(-c3ccc(C(=O)N(C)C)cc3)cc2C1=O
  TcdB inh: 0.2

C[C@@H]1CN([C@@H](C)CO)C(=O)Cc2cc(NS(=O)(=O)c3cn(C)cn3)ccc2O[C@@H]1CN(C)C(=O)Nc1ccc(C(F)(F)F)cc1
  TcdB inh: 0.4

C[C@H]1CN([C@@H](C)CO)C(=O)c2cc(C3=CCCCC3)cnc2O[C@@H]1CN(C)S(=O)(=O)c1cn(C)cn1
  TcdB inh: 1.8

CN(C)C(=O)C[C@H]1CC[C@H](NC(=O)NC2CCCC2)[C@H](CO)O1
  TcdB inh: 0.7

C[C@@H]1CN([C@H](C)CO)C(=O)c2cc(C#CCC3CCCC3)cnc2O[C@@H]1CN(C)C(=O)CN(C)C
  TcdB inh: 1.2

CC(C)NC(=O)N[C@H]1CC[C@H](CCn2cc(-c3ccccc3)nn2)O[C@H]1CO
  TcdB inh: 0.1

Cc1ccc(S(=O)(=O)N(C)C[C@H]2Oc3cc(-c4cccc(F)c4)ccc3S(=O)(=O)N([C@H](C)CO)C[C@H]2C)cc1
  TcdB inh: 1.3

O=C(Cc1ccccc1)N1CC[C@H]2[C@H](CO)Nc3ccc(-c4ccccc4F)cc3[C@H]21
  TcdB inh: 1.5

CC(C)NC(=O)N(C)C[C@@H]1Oc2c(NS(=O)(=O)c3cn(C)cn3)cccc2C(=O)N([C@@H](C)CO)C[C@H]1C
  TcdB inh: -1.3

CCCNC(=O)C[C@H]1CC[C@H]2[C@H](COc3ccc(NC(=O)C4CCCC4)cc3C(=O)N2C)O1
  TcdB inh: 0.1

CC(=O)N1[C@@H]2c3ccc(C4=CCCC4)c(=O)n3C[C@@H]2[C@@H](CO)[C@@H]1C(=O)N1CCCCC1
  TcdB inh: -0.4

Cc1noc(C)c1NC(=O)N(C)C[C@@H]1Oc2ccc(NS(C)(=O)=O)cc2C(=O)N([C@@H](C)CO)C[C@@H]1C
  TcdB inh: 0.0

Cc1ccc(S(=O)(=O)N[C@H]2C=C[C@@H](CC(=O)NCCN3CCCCC3)O[C@H]2CO)cc1
  TcdB inh: -0.4

C[C@@H]1CN([C@H](C)CO)C(=O)Cc2cc(NC(=O)Nc3ccc(F)cc3)ccc2O[C@H]1CN(C)C
  TcdB inh: -1.0

C[C@H]1CN([C@@H](C)CO)S(=O)(=O)c2ccc(-c3cncnc3)cc2O[C@H]1CN(C)Cc1ccccn1
  TcdB inh: -2.1

COc1ccc(S(=O)(=O)N(C)C[C@H]2OCCCC[C@@H](C)Oc3ccc(NS(=O)(=O)c4ccccc4)cc3C(=O)N([C@H](C)CO)C[C@@H]2C)cc1
  TcdB inh: -0.1

CCCNC(=O)Nc1ccc2c(c1)OC[C@H](C)N(C)C[C@H](C)[C@@H](OC)CN(C)C2=O
  TcdB inh: -1.2

Cc1ccc(S(=O)(=O)N[C@H]2CC[C@H](CCn3cc(C4CCCC4)nn3)O[C@H]2CO)cc1
  TcdB inh: -4.1

CC(C)NC(=O)Nc1ccc2c(c1)CC(=O)N([C@@H](C)CO)C[C@@H](C)[C@H](CN(C)C(=O)Nc1ccc3c(c1)OCO3)O2
  TcdB inh: -3.5

CNC[C@H]1Oc2ncc(-c3ccccc3C)cc2C(=O)N([C@H](C)CO)C[C@H]1C
  TcdB inh: 0.1

COc1ccc(NC(=O)N2CCCCN3[C@H](CO)[C@H](c4ccc(C#Cc5ccccc5)cc4)[C@H]3C2)cc1
  TcdB inh: -1.3

Cc1noc(C)c1NC(=O)N[C@@H]1C=C[C@@H](CC(=O)NCCCN(C)C)O[C@H]1CO
  TcdB inh: -1.6

CCC(=O)N1[C@@H](CO)[C@@H](c2ccccc2)[C@@H]1CN(CC)C(=O)c1ccccc1
  TcdB inh: 0.2

C[C@H](NC(=O)[C@H]1[C@H](CO)[C@H]2Cn3c(cccc3=O)[C@@H]1N2Cc1cccnc1)c1ccccc1
  TcdB inh: -1.8

O=C(c1cccnc1)N1CC(=O)N2[C@H](C1)[C@H](c1ccc(C#CCC3CCCC3)cc1)[C@@H]2CO
  TcdB inh: 1.4

CCS(=O)(=O)N1CCCCN2[C@H](CO)[C@@H](c3ccc(C#Cc4ccccc4OC)cc3)[C@@H]2C1
  TcdB inh: -0.6

C[C@H]1CN([C@@H](C)CO)C(=O)Cc2cc(NC(=O)CCCCCC(=O)Nc3ccccc3N)ccc2O[C@@H]1CN(C)C
  TcdB inh: -0.1

C[C@@H]1CCCCO[C@@H](CN(C)C(=O)Nc2ccc(C(F)(F)F)cc2)[C@H](C)CN([C@H](C)CO)C(=O)c2cc(NC(=O)Nc3cccc4ccccc34)ccc2O1
  TcdB inh: 1.4

CC(C)CC#Cc1ccc([C@H]2[C@H](CO)N3CCCCN(S(=O)(=O)Cc4ccccc4)C[C@@H]23)cc1
  TcdB inh: 0.6

C[C@H]1CN([C@@H](C)CO)C(=O)c2cccc(NS(C)(=O)=O)c2O[C@H]1CN(C)C(=O)Nc1ccc(C(F)(F)F)cc1
  TcdB inh: 1.0

C[C@@H]1CN([C@@H](C)CO)C(=O)c2cc(NS(C)(=O)=O)ccc2O[C@@H](C)CCCCO[C@@H]1CN(C)C(=O)C1CCCCC1
  TcdB inh: 0.3

O=C(Cc1ccccc1)N1C[C@@H]2[C@H](c3ccccc31)[C@H](CO)N2C(=O)C1CCCCC1
  TcdB inh: 2.4

O=C(Nc1ccccc1)N1CC(=O)N2[C@H](CO)[C@H](c3ccc(C#CC4CCCCC4)cc3)[C@H]2C1
  TcdB inh: -0.7

O=C(NCC[C@H]1CC[C@H](NC(=O)C2CCC2)[C@@H](CO)O1)c1ccc(F)cc1
  TcdB inh: 0.1

CN(C)C(=O)C[C@@H]1C[C@@H]2c3cc(NC(=O)NC4CCCC4)ccc3O[C@@H]2[C@@H](CO)O1
  TcdB inh: 1.0

C[C@H](CO)N1C[C@H](C)[C@H](CN(C)Cc2cncnc2)Oc2cc(-c3cncnc3)ccc2S1(=O)=O
  TcdB inh: -1.4

CC(C)C#Cc1cnc2c(c1)C(=O)N([C@@H](C)CO)C[C@@H](C)[C@H](CN(C)C(=O)C1CCC1)O2
  TcdB inh: -0.4

Further structures
SMILES	TcdB inh
C[C@@H]1CN([C@@H](C)CO)C(=O)c2cc(NC(=O)NC3CCCCC3)ccc2O[C@@H](C)CCCCO[C@@H]1CN(C)Cc1ccncc1	0.5
COCC(=O)Nc1ccc2c(c1)OC[C@@H](C)N(Cc1ccccc1F)C[C@@H](C)[C@H](OC)CN(C)C2=O	1.0
Cc1noc(C)c1S(=O)(=O)Nc1ccc2c(c1)CC(=O)N([C@H](C)CO)C[C@H](C)[C@H](CN(C)Cc1ccc(C(=O)Nc3ccccc3N)cc1)O2	0.7
CC1C=NC(S(=O)(=O)N2CC[C@@H]3[C@H](CO)N(C)c4ccc(-c5ccccc5)cc4[C@@H]32)=N1 (stereo partly specified)	-0.4
COCC(=O)Nc1ccc2c(c1)C(=O)N(C)C[C@H](OC)[C@H](C)CN(C(=O)CC1CC1)[C@@H](C)CO2	0.0
C[C@H]1CN([C@@H](C)CO)C(=O)c2cc(NC(=O)CCC(F)(F)F)ccc2O[C@H]1CN(C)Cc1ccc(C(=O)O)cc1	-0.3
C[C@H]1CN([C@@H](C)CO)C(=O)c2cc(/C=C/c3ccccc3)cnc2O[C@@H]1CN(C)C(=O)CN(C)C	0.6
CC(C)NC(=O)N(C)C[C@@H]1OCCCC[C@@H](C)Oc2ccc(NC(=O)C3CCCCC3)cc2C(=O)N([C@@H](C)CO)C[C@@H]1C	-0.4
C[C@@H]1CCCCO[C@@H](CN(C)CC2CC2)[C@H](C)CN([C@H](C)CO)C(=O)c2cc(NC(=O)c3ccccc3)ccc2O1	0.1
Cc1ccc(S(=O)(=O)N(C)C[C@@H]2OCCCC[C@@H](C)Oc3ccc(NC(=O)NC(C)C)cc3C(=O)N([C@H](C)CO)C[C@@H]2C)cc1	-0.8
COCC(=O)Nc1ccc2c(c1)[C@@H]1C[C@@H](CC(=O)NCc3ccncc3)O[C@@H](CO)[C@@H]1O2	-1.3
O=C(Nc1cccc(F)c1)N1CC(=O)N2[C@H](CO)[C@H](c3ccc(-c4cccc(F)c4)cc3)[C@@H]2C1	-0.1
C[C@H]1CN([C@@H](C)CO)C(=O)c2cc(C3=CCCCC3)cnc2O[C@H]1CN(C)Cc1cccc(F)c1	-1.2
C[C@H]1CN([C@@H](C)CO)C(=O)c2cc(NC(=O)NC3CCCCC3)ccc2O[C@H]1CN(C)S(=O)(=O)c1cn(C)cn1	1.1
Cc1ccc(S(=O)(=O)Nc2ccc3c(c2)C(=O)N([C@H](C)CO)C[C@H](C)[C@H](CN(C)C(=O)Nc2ccc4c(c2)OCO4)OCCCC[C@@H](C)O3)cc1	1.1
CCCC#Cc1ccc2c(c1)O[C@@H](CN(C)C(=O)CC)[C@@H](C)CN([C@@H](C)CO)S2(=O)=O	-0.1
O=C(C[C@H]1CC[C@@H](NC(=O)Cc2ccccn2)[C@@H](CO)O1)NCCCN1CCOCC1	-0.7
Cc1ccc(-c2ccc([C@@H]3[C@@H](CO)N4C(=O)CN(S(=O)(=O)c5cccc(F)c5)C[C@H]34)cc2)cc1	-1.3
C[C@H]1CN([C@@H](C)CO)C(=O)c2ccccc2-c2ccccc2CO[C@H]1CN(C)C(=O)CCN(C)C	0.2
C[C@@H]1CN([C@H](C)CO)C(=O)Cc2cc(NC(=O)Nc3ccc(F)cc3)ccc2O[C@H]1CN(C)Cc1ccccc1	-1.1
C[C@@H](NC(=O)C[C@@H]1C=C[C@@H](NC(=O)Cc2ccccn2)[C@H](CO)O1)c1ccccc1	-0.2
C[C@@H]1CN([C@@H](C)CO)C(=O)c2cc(Br)cnc2O[C@H]1CN(C)Cc1ccc2c(c1)OCO2	-0.9
Cc1noc(C)c1NC(=O)Nc1ccc2c(c1)C(=O)N([C@@H](C)CO)C[C@H](C)[C@H](CN(C)C)O2	-0.3
CCCNC(=O)N1C[C@@H](O)COC[C@H]2O[C@@H](CC(=O)NCc3ccncn3)CC[C@@H]21	-1.9
COc1ccc(NC(=O)Nc2ccc3c(c2)C(=O)N([C@@H](C)CO)C[C@H](C)[C@@H](CN(C)S(=O)(=O)c2ccc(F)cc2)OCCCC[C@H](C)O3)cc1	0.7
COC(=O)[C@H]1[C@H](CO)[C@H]2Cn3c(ccc(-c4ccc(F)cc4)c3=O)[C@H]2N1Cc1ccccn1	-1.2
CNC[C@H]1OCCCC[C@H](C)Oc2ccc(NC(=O)NC3CCCCC3)cc2C(=O)N([C@H](C)CO)C[C@@H]1C	0.0
COCC(=O)Nc1ccc2c(c1)C(=O)N(C)C[C@H](OC)[C@H](C)CN(CCC(F)(F)F)[C@@H](C)CO2	-1.0
C[C@@H]1CN([C@H](C)CO)C(=O)c2cc(NC(=O)c3ccncc3)ccc2O[C@@H]1CN(C)C(=O)NC1CCCCC1	-0.7
C[C@@H]1CCCCO[C@H](CN(C)S(=O)(=O)c2ccc(Cl)cc2)[C@H](C)CN([C@@H](C)CO)C(=O)c2cc(NC(=O)NC3CCCCC3)ccc2O1	1.3
COc1ccc(CN(C)C[C@H]2Oc3ccc(NC(=O)Nc4ccc(OC)cc4)cc3C(=O)N([C@@H](C)CO)C[C@H]2C)cc1	-0.2
Cc1ccc(S(=O)(=O)N(C)C[C@H]2Oc3cc(C#Cc4ccncc4)ccc3S(=O)(=O)N([C@@H](C)CO)C[C@@H]2C)cc1	-0.8
C[C@@H]1CN([C@H](C)CO)C(=O)Cc2cc(NS(C)(=O)=O)ccc2O[C@@H]1CN(C)C(=O)Nc1ccccc1	0.0
CCC(=O)N(C)C[C@@H]1Oc2ncc(C#CCC3CCCC3)cc2C(=O)N([C@@H](C)CO)C[C@H]1C	0.7
O=C(C[C@@H]1CC[C@H]2[C@@H](COC[C@@H](O)CN2C(=O)Nc2ccc(Cl)cc2)O1)NCCc1ccncc1	0.2
C[C@@H]1CCCCO[C@@H](CN(C)C(=O)Cc2ccccc2)[C@H](C)CN([C@@H](C)CO)C(=O)c2cc(NC(=O)CCCN(C)C)ccc2O1	0.3

Seven structures already listed, ordered by SMILES length, descending:
SMILES	TcdB inh
C[C@@H]1CCCCO[C@H](CN(C)S(=O)(=O)c2ccc(Cl)cc2)[C@H](C)CN([C@@H](C)CO)C(=O)c2cc(NC(=O)NC3CCCCC3)ccc2O1	1.3
Cc1ccc(S(=O)(=O)N(C)C[C@H]2Oc3cc(C#Cc4ccncc4)ccc3S(=O)(=O)N([C@@H](C)CO)C[C@@H]2C)cc1	-0.8
C[C@@H]1CN([C@H](C)CO)C(=O)c2cc(NC(=O)c3ccncc3)ccc2O[C@@H]1CN(C)C(=O)NC1CCCCC1	-0.7
C[C@@H]1CN([C@H](C)CO)C(=O)Cc2cc(NS(C)(=O)=O)ccc2O[C@@H]1CN(C)C(=O)Nc1ccccc1	0.0
CNC[C@H]1OCCCC[C@H](C)Oc2ccc(NC(=O)NC3CCCCC3)cc2C(=O)N([C@H](C)CO)C[C@@H]1C	0.0
COCC(=O)Nc1ccc2c(c1)C(=O)N(C)C[C@H](OC)[C@H](C)CN(CCC(F)(F)F)[C@@H](C)CO2	-1.0
CCC(=O)N(C)C[C@@H]1Oc2ncc(C#CCC3CCCC3)cc2C(=O)N([C@@H](C)CO)C[C@H]1C	0.7
